Rpn11 inh – blocks the human proteasome subunit Rpn11 | O00487 | human 26S proteasome, Ub4-pepOG fluorescence polarization; 20S core pre-blocked with epoxomicin | calls only at 20 µM | hit rate 0.59% among 360,000 | AID 588493;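 active means inhibition at 20 µM, scaled to each plate's controls, above about 33%, limit read from the data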
Target sequence (O00487 whole entry, looked up): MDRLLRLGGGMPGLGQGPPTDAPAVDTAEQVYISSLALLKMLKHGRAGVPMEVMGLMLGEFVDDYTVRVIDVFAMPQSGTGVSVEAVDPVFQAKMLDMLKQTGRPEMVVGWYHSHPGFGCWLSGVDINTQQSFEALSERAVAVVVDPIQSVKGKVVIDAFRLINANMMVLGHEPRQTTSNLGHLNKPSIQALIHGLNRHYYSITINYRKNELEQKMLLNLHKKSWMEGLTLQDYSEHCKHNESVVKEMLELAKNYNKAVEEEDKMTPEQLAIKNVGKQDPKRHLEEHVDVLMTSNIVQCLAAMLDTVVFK
Scp1 inh – blocks human Scp-1 phosphatase activity; Recombinant Scp1, phosphopeptide, malachite green phosphate absorbance; inhibition, % at 20 µM; hit rate 0.88% among 340,000;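 active means inhibition above about 50% at 20 µM, limit read from the data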;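 further: plate controls were DMSO wells with enzyme for no effect and wells lacking enzyme for full effect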
Target sequence (Q9GZU7 76-261 limits assumed): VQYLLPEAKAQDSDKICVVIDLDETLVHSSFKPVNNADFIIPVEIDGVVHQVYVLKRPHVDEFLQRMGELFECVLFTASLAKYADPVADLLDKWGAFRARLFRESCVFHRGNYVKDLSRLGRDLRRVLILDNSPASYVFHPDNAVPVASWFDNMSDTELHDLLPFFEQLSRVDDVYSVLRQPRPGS
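System: truncated SCP-1 phosphatase (76-261aa); medium: Tris acetate buffer pH 5.5 with MgCl2 and Tween-20; incubation: 45 min room-temperature reaction, 5 min colour, 30 min stabiliser; compound: single 20 µM dose, 1% DMSO; reagent: Phosphorylated 17-residue peptide substrate; read-out: % inhibition at 20 µM; technique: colorimetric free-phosphate detection, absorbance 630 nm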
MsrA inh – inhibitors of bovine MsrA; purified bovine MsrA, absorbance read-out; hit rate 0.75% among 360,000; inhibition, % at 15.5 µM; in the data active means inhibition above about 4.5%;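 further: 0% = vehicle wells with enzyme and 100% = reference inhibitor wells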
SUMO1 PPI mod – modulators of human SUMO1-mediated protein-protein interactions; P63165; SUMO1 binding to a labelled peptide, TR-FRET, 1 h; inhibition, % at 20 µM; hit rate 0.33% among 360,000; AID 602429; in the data active means inhibition above about 37%
TbMetRS inhib – blocks T. brucei methionyl-tRNA synthetase activity | purified T. brucei MetRS, ATP depletion, Kinase-Glo luminescence | hit rate 0.4% among 360,000 | inhibition, % at 11.9 µM;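 active means inhibition above a per-plate cutoff of the control wells' mean inhibition plus 3 SD, cut at about 5.5% in these data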;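 further: 0% = DMSO wells median and 100% = median of wells with control inhibitor compound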
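Material: parasite MetRS enzyme / Replication: singlicate, one well per compound / Signal: luminescence of leftover ATP / Schedule: 2 h aminoacylation at 25 °C after 15 min preincubation / Medium: HEPES-MgCl2-KCl buffer plus DTT, spermine, BSA, pyrophosphatase / Doses: 11.9 µM single point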
CSN deneddyl inh – blocks human CSN-mediated cullin deneddylation; AID 651999; inhibition, % at 12.5 µM; Q92905; Purified CSN, SCF-Nedd8-OG deneddylation, fluorescence polarization; hit rate 0.38% among 360,000;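 active means pattern-corrected inhibition above about 35%, with an unprinted fluorescence ratio check between 0.5 and 1.5, limit read from the data, passing the limit was not always enough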;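 further: 0% = enzyme with substrate and 100% = substrate without enzyme; some results filed as inactive read as strong as hits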
Target sequence (Q92905 whole entry, looked up, one chain of several): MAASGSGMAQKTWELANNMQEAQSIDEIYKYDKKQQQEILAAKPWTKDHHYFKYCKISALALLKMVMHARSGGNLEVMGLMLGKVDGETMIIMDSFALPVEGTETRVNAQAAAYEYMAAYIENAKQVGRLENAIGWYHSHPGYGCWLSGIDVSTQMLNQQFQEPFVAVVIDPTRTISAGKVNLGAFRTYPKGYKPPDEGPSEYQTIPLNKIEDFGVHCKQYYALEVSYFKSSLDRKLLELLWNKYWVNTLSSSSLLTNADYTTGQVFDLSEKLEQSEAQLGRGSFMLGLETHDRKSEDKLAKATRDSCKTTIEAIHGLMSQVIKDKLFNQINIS
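Assay system: purified human Csn5 enzyme expressed in HEK293T cells; Input: 0.24 nM Csn5 enzyme, final concentration; Reagent: 10 nM SCFSkp2-Nedd8OG; Compound dosing: 12.5 µM single point; Times: reaction 90 min, room temperature; Technique: fluorescence polarization readout.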
NadD block – inhibitors of Staphylococcus aureus NadD | purified NadD enzyme, colorimetric absorbance read-out | inhibition, % at 20 µM | hit rate 0.78% among 360,000; in the data active means inhibition above about 26%; further: some compounds past the cut are filed as inactive
STEP inh – blocks human striatal-enriched tyrosine phosphatase. P54829. recombinant STEP, OMFP fluorogenic substrate, fluorescence. hit rate 0.25% among 360,000. inhibition, % at 20 µM;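 active means inhibition at 20 µM, scaled per plate between control wells, above about 37%, limit read from the data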;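 further: 0% = DMSO with enzyme and substrate and 100% = substrate only without enzyme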
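Material: STEP (striatal-enriched tyrosine phosphatase) enzyme, cell-free; Compound dosing: 20 µM single dose in 1% DMSO; Technique: fluorescence read at 480 nm ex / 540 nm em; Times: reaction 20 min, ambient temperature; Medium: 50 mM Bis-Tris pH 6.0 with 2.5 mM DTT and 0.005% Tween 20; Also added: OMFP at 25 µM.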
LMPTP inh – LMPTP (human) inhibition. AID 651560. recombinant LMPTP-A, OMFP fluorogenic substrate, fluorescence intensity. inhibition, % at 20 µM. hit rate 0.22% among 360,000. P24666;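 active means compounds that cut the enzyme signal by at least half of the control window in the single-dose screen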;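 further: plate controls were DMSO wells with enzyme plus substrate for no effect and substrate without enzyme for full effect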
Target sequence (P24666 whole entry, looked up): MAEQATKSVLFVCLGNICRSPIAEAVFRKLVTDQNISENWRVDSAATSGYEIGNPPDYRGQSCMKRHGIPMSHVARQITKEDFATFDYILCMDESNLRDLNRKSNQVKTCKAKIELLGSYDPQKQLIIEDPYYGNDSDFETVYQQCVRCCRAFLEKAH
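Assay system: LMPTP-A, protein tyrosine phosphatase of low molecular weight / Medium: pH 6.0 Bis-Tris buffer with DTT and Triton X-100 / Schedule: 50 min enzyme reaction at room temperature, protected from light / Measured by: endpoint fluorescence intensity from OMFP dephosphorylation / Read-out basis: % inhibition relative to no-enzyme and uninhibited control wells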
DNMT1 inh – DNMT1 (human) enzyme inhibition; P26358; hit rate 0.83% among 360,000; DNMT1 molecular beacon, Hinp1I cleavage, fluorescence; AID 588458; inhibition (reported as % activation of signal), % at 10 µM; in the data active means inhibition above about 50%
Active calls of the source: *; i = inactive; / = not tested or not shown.

SMILES	Rpn11 inh	Scp1 inh	MsrA inh	SUMO1 PPI mod	TbMetRS inhib	CSN deneddyl inh	NadD block	STEP inh	LMPTP inh	DNMT1 inh
COc1ccccc1CNC(=O)COc1ccc(S(=O)(=O)N2CCCC2)cc1	i	3	-1.0	1	-0.8	7	-5	-2	-2.0	1
Cc1cccc(S(=O)C(c2ccccc2)c2ccccc2)c1 (configuration not stated)	i	5	-0.4	-3	-0.2	-3	1	2	-0.7	-1
O=C(OCc1nc2ccccc2s1)c1ccc(Br)s1	i	-11	-0.8	19	-0.2	1	-1	3	3.3	-7
CCCCCn1c(=O)[nH]c2cc(C(=O)N3CCN(c4ccccc4F)CC3)ccc2c1=O	i	8	0.3	-2	-2.0	3	-2	-3	0.0	14
COc1ccc(S(=O)(=O)N2CCCCC2)cc1NC(=O)C1CC1(Cl)Cl (configuration not stated)	i	/	1.1	-1	0.1	2	3	-3	0.9	1
CC(=O)NC1=NN(C(C)=O)C(C)(c2ccccn2)S1 (configuration not stated)	i	1	0.9	-2	0.1	-12	-2	-1	-0.1	2
Cc1nnc2c3ccccc3c(-c3ccccc3)nn12	i	1	-0.1	0	-1.1	-3	0	-5	-0.5	4
Cc1nnc(NC(=O)CSc2nccn2C)s1	i	5	1.1	2	-0.6	3	-4	-1	-0.4	0
N#CCn1cnc2c(oc3ccccc32)c1=O	i	-5	/	6	-0.3	0	0	-2	-1.0	3
NC(=O)c1ccc(NC(=O)COC(=O)C2CCN(S(=O)(=O)c3cccs3)CC2)cc1	i	-6	1.3	6	-0.2	5	-4	0	0.5	-1
Cc1ccc(-n2nnnc2-c2cccs2)cc1[N+](=O)[O-]	i	-13	1.0	-14	-0.6	0	-2	4	-1.0	0
CCN1/C(=C/c2cc[n+](C)cc2)C=Cc2cc(C)ccc21	i	11	1.3	-46	0.1	4	-6	-2	-4.3	-15
COc1ccc(C(=O)Nc2ccccc2C(=O)NC(Cc2ccc(O)cc2)C(=O)NNC(=O)c2ccccc2Cl)cc1 (configuration not stated)	i	-11	0.0	2	-0.1	7	15	6	0.6	-25
CC(=O)Nc1ccc(NC(=O)COC(=O)/C=C/c2ccc3c(c2)OCO3)cc1	i	-1	2.6	0	0.6	3	2	-3	1.3	-4
O=C(COc1ccc(Br)cc1Br)NC(=S)N1CCCc2ccccc21	i	-1	/	-5	-1.9	-3	4	-2	0.0	-6
O=C(CCc1nc2ccccc2c(=O)[nH]1)Nc1ccc(Cl)c(Cl)c1	i	1	-0.1	-2	3.1	-11	6	-3	-0.2	-6
CC(=O)C1=C(O)C(=O)N(c2ccc(O)cc2)C1c1cccc([N+](=O)[O-])c1 (configuration not stated)	i	-1	1.9	-12	-0.6	5	-1	-4	-1.0	7
Clc1ccc(C2=CSC3=NCCN23)cc1Cl	i	-10	-0.2	-7	-0.9	0	1	-2	-0.5	1
Cc1ccc(C(=O)OCC(=O)N2C(C)CCCC2C)s1 (configuration not stated)	i	-4	-0.8	5	-0.4	3	-2	1	0.9	8
COc1cc(/C=N/NC(N)=O)cc([N+](=O)[O-])c1O	i	8	4.7*	-10	-0.9	7	1	0	0.5	-2
CS(=O)(=O)N1CCN(c2ccccc2NC(=S)NC(=O)c2ccco2)CC1	i	-7	0.3	2	-0.2	3	-6	0	0.5	-2
Cn1c(=O)c2c(ncn2C)n(C)c1=O	i	5	1.6	-6	-1.0	0	-5	-2	-1.2	-5
CCCN(CC1CC1)C(=O)CCc1nnc(C(OC)c2ccccc2)o1 (configuration not stated)	i	-5	0.5	-2	-0.7	-3	-11	0	-0.9	0
CC(C)C(=O)NC(=S)Nc1ccc(S(=O)(=O)N2CCN(C)CC2)cc1	i	2	0.0	-3	0.3	-4	-3	-3	-0.3	-1
CC(c1ccccc1)n1c(Cn2ncc3ccccc3c2=O)n[nH]c1=S (configuration not stated)	i	-14	0.4	-1	-0.3	-2	-6	7	-6.1	0

Printed as active in MsrA inh, among the entries above:
SMILES	Rpn11 inh	Scp1 inh	MsrA inh	SUMO1 PPI mod	TbMetRS inhib	CSN deneddyl inh	NadD block	STEP inh	LMPTP inh	DNMT1 inh
COc1cc(/C=N/NC(N)=O)cc([N+](=O)[O-])c1O	i	8	4.7*	-10	-0.9	7	1	0	0.5	-2

Single values from the list.
DNMT1 inh with COc1ccc(C(=O)Nc2ccccc2C(=O)NC(Cc2ccc(O)cc2)C(=O)NNC(=O)c2ccccc2Cl)cc1 (configuration not stated) : -25
STEP inh with Cc1ccc(C(=O)OCC(=O)N2C(C)CCCC2C)s1 (configuration not stated) : 1
DNMT1 inh with CCCCCn1c(=O)[nH]c2cc(C(=O)N3CCN(c4ccccc4F)CC3)ccc2c1=O : 14

Remaining list, next part.
SMILES	Rpn11 inh	Scp1 inh	MsrA inh	SUMO1 PPI mod	TbMetRS inhib	CSN deneddyl inh	NadD block	STEP inh	LMPTP inh	DNMT1 inh
O=[N+]([O-])c1ccc2[nH]c(O)c(N=Nc3ccc(F)cc3)c2c1	i	-4	0.1	-12	-0.6	0	13	1	4.2	16
COc1ccc(OC(=O)COc2ccc(Cl)cc2)cc1	i	-5	-0.5	4	-0.4	2	-5	-1	-0.8	-44
CCC[C@H]1CN(c2ccccc2)C(=O)[C@@H]1CC(=O)Nc1ccccc1	i	/	-0.7	13	0.0	1	-3	1	-0.7	-2
Cc1cc(OCC(=O)N2CCc3ccccc3C2)c2c(-c3ccccc3)cc(=O)oc2c1	i	-2	15*	-12	-0.3	-5	2	1	6.0	-5
Cn1c(Sc2ccc(C(=O)O)cc2[N+](=O)[O-])nnc1-c1ccccc1	i	-1	1.7	-25	0.1	-8	-4	-2	0.0	-3
Cc1cc(N2CCN(C)CC2)nc(=S)[nH]1	i	-1	0.4	-8	1.2	-3	1	-3	-3.6	2
O=C(COc1ccc(Br)cc1)NCCCNC(=O)c1ccncc1	i	-2	-0.1	1	-0.1	-5	3	1	-0.7	1
Cc1ccc(N(C(=O)c2csnn2)C(C(=O)NC2CCCC2)c2cccnc2)c(C)c1 (configuration not stated)	i	6	0.0	2	-0.9	0	0	2	-0.9	1
COC(=O)c1ccc(C2/C(=C(\O)c3ccc4c(c3)OCCO4)C(=O)C(=O)N2CCCN(C)C)cc1 (configuration not stated)	i	-3	3.6	-5	0.1	2	2	15	-1.7	4
COc1ccc(NC(=O)C2(C)Cc3c(-c4ccc(C(N)=O)cc4)ccnc3O2)cn1 (configuration not stated)	i	/	0.2	-1	-0.2	3	-5	-2	-1.6	4
Nc1nn(-c2ccccc2Cl)cc1-c1nn[nH]n1	i	-2	-0.7	4	0.3	3	4	1	-1.3	3
COc1cc(OC)c(OC)cc1CCC(C)NCCC(c1ccccc1)c1ccccc1 (configuration not stated)	i	4	0.7	0	-1.4	-3	-8	0	-0.7	-3
Cc1cc(C)n(-c2c(F)c(F)c(CN3CCOCC3)c(F)c2F)n1	i	0	0.0	0	-0.6	-3	10	0	-1.4	3
Cc1nccnc1Sc1ccccc1	i	4	-1.3	0	-0.7	3	0	0	1.6	1
CNC1=C(N(C(C)=O)c2ccc(Br)cc2)C(=O)c2ccccc2C1=O	i	-7	36*	-21	1.1	-1	-5	3	3.3	24
O=C1NCCN(CC2CCN(CCC3CCCC3)CC2)C1=O	i	4	-0.6	1	-0.8	2	-3	0	-1.6	3
CN(Cc1cccnc1)C(=O)c1cc(COc2ccc3ncccc3c2)on1	i	-2	-0.3	-2	0.6	-2	-4	-2	1.2	3
O=C(CN1C(=O)S/C(=C\c2cccs2)C1=O)Nc1ccc(C(=O)O)c(O)c1	i	-11	5.3*	-10	0.0	-2	-8	4	1.6	-3
Cc1ccc(C(=O)NC2CC2)cc1S(=O)(=O)N1CCOCC1	i	-5	1.0	0	-0.4	-6	3	-1	-1.6	4
COc1cccc(-c2ncn(CCc3ccccc3OC)c2C(C)C)c1	/	/	0.5	6	-0.1	-7	-2	/	1.8	/
Cc1ccc(CNC(=O)c2ccccc2NC(=O)CN2CCN(C)CC2)cc1	i	1	-0.9	2	-1.3	2	-4	-2	1.4	-1
COc1cc(O)c(C(CCN2CCCCC2)c2ccc3c(c2)OCO3)c(OC)c1 (configuration not stated)	i	0	-1.1	-2	-0.2	0	-3	0	0.4	-6
N=c1n(CCO)c2ccccc2n1CCN1CCCCC1	i	-2	0.8	1	-0.6	2	-1	-2	-1.3	-1

2 records drawn at random from the list so far:
SMILES	Rpn11 inh	Scp1 inh	MsrA inh	SUMO1 PPI mod	TbMetRS inhib	CSN deneddyl inh	NadD block	STEP inh	LMPTP inh	DNMT1 inh
Cc1ccc(C(=O)NC2CC2)cc1S(=O)(=O)N1CCOCC1	i	-5	1.0	0	-0.4	-6	3	-1	-1.6	4
Nc1nn(-c2ccccc2Cl)cc1-c1nn[nH]n1	i	-2	-0.7	4	0.3	3	4	1	-1.3	3

Part of the list above, with values under each structure.
Results follow in this order: Rpn11 inh, Scp1 inh, MsrA inh, SUMO1 PPI mod, TbMetRS inhib, CSN deneddyl inh, NadD block, STEP inh, LMPTP inh, DNMT1 inh
> Cc1ccc(N(C(=O)c2csnn2)C(C(=O)NC2CCCC2)c2cccnc2)c(C)c1 (configuration not stated)
 : i, 6, 0.0, 2, -0.9, 0, 0, 2, -0.9, 1
> O=C(CN1C(=O)S/C(=C\c2cccs2)C1=O)Nc1ccc(C(=O)O)c(O)c1
 : i, -11, 5.3*, -10, 0.0, -2, -8, 4, 1.6, -3
> O=C(COc1ccc(Br)cc1)NCCCNC(=O)c1ccncc1
 : i, -2, -0.1, 1, -0.1, -5, 3, 1, -0.7, 1
> O=[N+]([O-])c1ccc2[nH]c(O)c(N=Nc3ccc(F)cc3)c2c1
 : i, -4, 0.1, -12, -0.6, 0, 13, 1, 4.2, 16
> Cn1c(Sc2ccc(C(=O)O)cc2[N+](=O)[O-])nnc1-c1ccccc1
 : i, -1, 1.7, -25, 0.1, -8, -4, -2, 0.0, -3
> COC(=O)c1ccc(C2/C(=C(\O)c3ccc4c(c3)OCCO4)C(=O)C(=O)N2CCCN(C)C)cc1 (configuration not stated)
 : i, -3, 3.6, -5, 0.1, 2, 2, 15, -1.7, 4

Screens deposited in PubChem BioAssay by several laboratories.
